H9c2 TAG inh = inhibitors of triacylglycerol accumulation, primary screen, cell-based, uHTS, fluorescence, H9c2; actives 0.66% (n = 230,000); H9c2 cells, Nile Red lipid (TAG) fluorescence; cells loaded with 200 µM oleic acid; inhibition, % at 12.5 µM;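 active means pattern-corrected inhibition of lipid staining of at least 50% with the nuclear-stain viability signal not falling by more than 50%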;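 further: 0% = DMSO wells and 100% = triacsin C control wells; some results filed as inactive read as strong as hits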
H9c2 TAG inh DAPI viability = further read-out of H9c2 TAG inh, marked with its call; DAPI nuclei signal change (viability), lower = more cytotoxic, %;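 whole-well DAPI fluorescence read on a plate reader as a viability signal; minus 50 percent equals half of cells still viable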
Starred values were filed as active, the others as inactive. This is a subset; the hit share may differ from the screen's.

SMILES,H9c2 TAG inh,H9c2 TAG inh DAPI viability
COc1ccc(C)cc1S(=O)(=O)N1CC(C)OC(C)C1 (stereo not given),4,-9
CCC(C)Nc1nc(N)c([N+](=O)[O-])c(Nc2ccccc2OC)n1 (stereo not given),1,8
COc1cc([N+](=O)[O-])ccc1NC(=O)NCc1ccccn1,9,-11
CC(C)(C)NC(=O)COC(=O)c1ccc(NC(=O)CC#N)cc1,16,-6
Cc1ccnc(NC(=O)Nc2ccc3c(c2)OCO3)c1,-9,23
CN(C(=O)C1CCOC1)c1nnc(-c2cccnc2)s1 (stereo not given),-11,7
COCCNC(=O)c1ccccc1-c1nc(-c2ccccc2Cl)no1,5,-1
CCOC(=O)C1CCCCN1C(=O)/C(=C/c1ccc(OC)cc1)c1ccc(OC)c(OC)c1 (stereo not given),-20,-6
O=C(Nc1ccc2c(c1)CCC2)c1cccc(OC(F)F)c1,-5,2
COc1cccc(CNc2nc3cc(-c4ccccc4C)sc3c(=O)n2C)c1OC,-6,21
COC(=O)Cc1ccc(NC(=S)NCCO)cc1,4,10
CNc1ncc(C(=O)C(C)(C)C)s1,-15,-15
CC(OC(=O)Cn1cnc2c1c(=O)n(C)c(=O)n2C)C(=O)NC1(C#N)CCCCC1 (stereo not given),-4,-3
O=C(CCCN1C(=O)C2CC=CCC2C1=O)Nc1ccccc1Cl (stereo not given),15,-16
Nc1ccccc1C(=O)NNC(=O)C(=O)/C=C(\O)c1ccccc1,7,-14
Cn1nnnc1SCC(=O)NNC(=O)c1ccc(Br)cc1,-4,0
CCN(CC)c1ccc(C=Nc2ccc(N(C)C)cc2)c(O)c1,5,5
Cc1cccc(-c2ncc(CN3CCC(CO)(CCCc4ccccc4)CC3)cn2)c1,-18,29
O=C(C1CCC1)N1CCC(O)(c2cccc(F)c2)CC1,-6,11
O=C(CSc1nnc(Cc2ccccc2)n1C1CCCCC1)N1CCOCC1,-2,4
COC(=O)c1ccc(=O)n(CC(=O)c2ccc(Cl)cc2)c1,1,-4
COc1ccc(NC(=O)CN2CCOCC2)cc1,-15,3
COc1cc(OC)cc(C(=O)NCCCNC(=O)c2ccccn2)c1,6,-1
COc1ccc(C)cc1S(=O)(=O)N(C)CC(=O)NC1CCCCCC1,-4,-1
CC(=O)OCC(OC(C)=O)C(OC(C)=O)C(OC(C)=O)C(=O)Nc1ccccc1C (stereo not given),11,-2

Next part.
SMILES,H9c2 TAG inh,H9c2 TAG inh DAPI viability
O=C(CCNC(=O)N1CC(=O)Nc2ccccc21)NCc1ccccc1Cl,-3,7
Cc1ccc(C(=O)O)cc1NC(=O)Nc1ccc2c(c1)OCO2,15,-12
C=C1CCN(c2ccc(C(=O)NCc3ccccc3)cc2[N+](=O)[O-])CC1,-6,0
CCn1nc(C)c(Br)c1-c1nc(-c2ccc(C)cc2)no1,-21,-1
O=[N+]([O-])c1cccc(COc2cccc(CN3CCCC3)c2)c1,1,3
CC(=O)c1cccc(S(=O)(=O)N2CCC(C(=O)Oc3ccc(-c4nnco4)cc3)CC2)c1,-19,5
N#CC(c1nc2ccccc2nc1OCCO)S(=O)(=O)c1ccccc1 (stereo not given),7,-3
Cc1ccc(/C=N/n2c(C)nnc2C)o1,12,-3
Cc1cc(C=O)c(C)n1-c1cc(C(F)(F)F)ccc1N1CCOCC1,-22,3
Nn1c(SCc2cccc(Br)c2)nnc1-c1ccncc1,5,-2
CN(Cc1cccc(F)c1)C(=O)c1cc(S(=O)(=O)N2CCOCC2)ccc1N1CCCC1,7,2
CCOc1cccc2sc(NC(=O)c3ccc(Br)s3)nc12,23,10
Cc1cc(NCCCO)n2nc(-c3cccs3)cc2n1,10,15
COc1ccc(/C=C(/NC(=O)c2ccco2)C(=O)N2CCCC2=O)cc1,4,15
CC(C)(C)c1cc(C(=O)NNc2ccc(OC(F)(F)F)cc2)n(Cc2ccccc2)n1,13,-6
O=C(COC(=O)c1ccc(F)c(S(=O)(=O)N2CCOCC2)c1)Nc1ccc(Cl)cn1,5,0
O=[N+]([O-])c1cc(/C=N/NC(=S)Nc2ccccc2Cl)ccc1Cl,40,-16
Cc1c(C)n(C(=O)CN2CCC(C(N)=O)CC2)c2ccccc12,-19,-5
CN(C)S(=O)(=O)c1cccc(-c2csc(=Nc3ccccc3)n2CCCN2CCOCC2)c1,2,9
O=C(NCCS(=O)(=O)NCc1ccc2c(c1)OCO2)c1ccccc1,-5,7
CC1=C(C(=O)OCc2ccccc2)C(c2ccc([N+](=O)[O-])cc2)NC(=O)N1CCCC(=O)O (stereo not given),-6,1
CCO[C@@H]1OC(C(=O)NCc2nc3ccccc3[nH]2)=C[C@H](C2CCCCC2)[C@H]1CCCO,31,-2
CN(C)C(=O)CCc1ccc2c3c([nH]c2c1)[C@]1(CCC2CCCC2)[C@@H](C(=O)N2CCOCC2)C[C@H](CC(=O)NCC24CC5CC(CC(C5)C2)C4)C(=O)N1CC3,34,-15
Cc1nc2ccccc2c(=O)n1-c1ccc(NS(=O)(=O)c2ccc(F)cc2)cc1,0,2
Oc1ccc(Nc2ccc3ccccc3c2)cc1,21,-16

The closing two entries of the part before are carried over, then new ones follow:
SMILES,H9c2 TAG inh,H9c2 TAG inh DAPI viability
Cc1nc2ccccc2c(=O)n1-c1ccc(NS(=O)(=O)c2ccc(F)cc2)cc1,0,2
Oc1ccc(Nc2ccc3ccccc3c2)cc1,21,-16
CCCCc1ccc(NC(=O)CSc2nc(=O)n(CCN(CC)CC)c3c2CCCC3)cc1,17,9
COC(=O)Cc1[nH]n(-c2nc3ccccc3s2)c(=O)c1C(C)=Nc1ccc(C)cc1,-5,7
CCN(c1ccccc1)S(=O)(=O)c1ccc(C(=O)Nc2cccc(C)n2)cc1,5,5
CCNS(=O)(=O)c1ccc(NC(=S)NCc2ccco2)cc1,0,10
CC(C)(C)c1ccc(OC(=O)Cn2c(C(F)(F)F)nc3ccccc32)cc1,9,-4
COc1ccccc1S(=O)(=O)N(C)C[C@H]1Oc2ncc(Br)cc2C(=O)N([C@H](C)CO)C[C@H]1C,-16,4
O=C(C1CCCN(c2nnc(-n3cccc3)s2)C1)N1CCN(c2ccccc2)CC1 (stereo not given),1,-6
CCOC(=O)CNC(=O)Cn1cnc2c(nnn2-c2ccccc2)c1=O,-4,-4
CCOc1ccc2[nH]c(SCC(=O)OC)c([N+](=O)[O-])c2c1,7,1
O=C(COC(=O)CCC(=O)c1ccc(F)cc1)NC1CCCCC1,0,-1
Brc1ccc(CN2CCCCCC2)cc1,0,5
O=C(NCCn1cc(SCC(=O)N2CCOCC2)c2ccccc21)c1ccccc1,0,2
COc1ccc(C(C#N)Nc2ccc(C)cc2)cc1 (stereo not given),-13,11
Oc1ccc(-c2[nH]nc(-c3ccccc3)c2-c2nc3ccccc3[nH]2)cc1,-2,-2
COc1ccc(-c2c(C)n([O-])c3c([n+]2=O)CCCCC3)cc1OC,8,-11
NC(=O)c1cc(NC(=O)c2ccc(NS(=O)(=O)c3cccs3)cc2)cc(C(N)=O)c1,9,-6
O=C1CC(NS(=O)(=O)c2cccnc2)CN1c1cccc(F)c1 (stereo not given),-15,3
COc1cccc(OC)c1C(=O)NC(C)c1ccccc1 (stereo not given),11,-3
O=C(NCC(O)CN1CCOCC1)c1ccc([N+](=O)[O-])cc1 (stereo not given),6,3
CCOC(=O)CN1CC23C=CC(O2)C(C(=O)Nc2ccc4c(c2)OCO4)C3C1=O (stereo not given),5,-14
CN(Cc1ccccn1)C(=O)c1cc(COc2ccc(F)cc2Cl)on1,5,2
CCOC(=O)Cc1ccc(NCc2ccc(Cl)cc2)cc1,-7,0
O=c1c2cccnc2nc2n1CCCCC2,-8,-1
C[C@@H]1CN([C@@H](C)CO)S(=O)(=O)c2ccc(Br)cc2O[C@@H]1CN(C)C(=O)c1ccc(F)cc1,14,-4
COc1cccc(CC(=O)OCC(=O)c2cc(OC)ccc2OC)c1,-7,6

Continued, overlapping the part above by 7 compounds.
SMILES,H9c2 TAG inh,H9c2 TAG inh DAPI viability
O=C(NCC(O)CN1CCOCC1)c1ccc([N+](=O)[O-])cc1 (stereo not given),6,3
CCOC(=O)CN1CC23C=CC(O2)C(C(=O)Nc2ccc4c(c2)OCO4)C3C1=O (stereo not given),5,-14
CN(Cc1ccccn1)C(=O)c1cc(COc2ccc(F)cc2Cl)on1,5,2
CCOC(=O)Cc1ccc(NCc2ccc(Cl)cc2)cc1,-7,0
O=c1c2cccnc2nc2n1CCCCC2,-8,-1
C[C@@H]1CN([C@@H](C)CO)S(=O)(=O)c2ccc(Br)cc2O[C@@H]1CN(C)C(=O)c1ccc(F)cc1,14,-4
COc1cccc(CC(=O)OCC(=O)c2cc(OC)ccc2OC)c1,-7,6
Cc1cc(C)c(C#N)c(SCC(=O)C2CC2)n1,0,9
Cc1cc(N2CCC(C(N)=O)CC2)nc(-c2ccccc2)n1,7,-5
CCCCOc1ccc(C(=O)N/C(=C\c2ccc([N+](=O)[O-])cc2)C(=O)OCc2ccco2)cc1,10,-5
Cc1ccc2oc(C(=O)N3CCCCCC3)c(C)c2c1,-9,6
COc1ccccc1NC(=O)CN(c1ccc(C)cc1)S(=O)(=O)c1c(C)n[nH]c1C,-12,27
C=CCn1c(SCC(=O)N2CCOCC2)nc2sc3c(c2c1=O)CCCC3,6,8
CC(=C1SC(=S)NC1=O)c1ccccc1,-6,4
O=C1c2ccccc2-c2cc(Br)ccc2NC1O (stereo not given),29,-9
Cc1ccc(S(=O)(=O)N2CCC(C(=O)OC(C)C(=O)NC3CCCCC3C)CC2)cc1C (stereo not given),-6,1
CC[C@H]1C(O)C[C@H]2CCN3C(=O)CCC[C@H]1[C@H]23 (stereo not given in full),-5,4
COc1cccc2c1C(=O)c1c(O)c3c(c(O)c1C2=O)C[C@@](O)(C(=O)CO)C[C@@H]3O[C@H]1C[C@H](N)[C@@H](O)[C@H](C)O1,43,-112
c1ccc2c(c1)Sc1ccccc1-n1cnnc1-2,1,-7
CC(=O)c1ccc(OCc2ccc(Oc3c(Cl)cccc3[N+](=O)[O-])cc2)cc1,-48,11
COc1ncnc2c1ncn2CCCN[C@H](C)c1cccc2ccccc12,11,1
O=C(CSc1nnc(-c2ccccc2)o1)c1ccc2c(c1)OCCO2,-8,10
O=C(NCC1COc2ccccc2O1)c1cccc(S(=O)(=O)NCc2ccccc2)c1 (stereo not given),8,-2
O=C(c1ccco1)N1c2ccccc2Sc2ccccc21,-16,-2
O=C(O)Cn1cnc2c(OCc3ccccc3)ncnc21,-4,-2
COc1ccc(NC(=O)c2ccco2)cc1NC(=O)COc1ccccc1[N+](=O)[O-],7,6
COc1ccc(CNC(=O)COC(=O)C2=Cc3ccccc3OC2)cc1,-25,12
CCCCc1nnc(NC(=O)c2ccc(N3CCCC3=O)cc2)s1,10,-4
Cc1noc(C)c1S(=O)(=O)Nc1ccc(C(=O)NC2CCCCC2)cc1,-2,2
COc1ccc(C2=Nc3ccccc3C2(O)CCN2C(=O)c3ccccc3C2=O)cc1 (stereo not given),2,7
CCOCc1nnc(NC(=O)c2ccc(OC)cc2)s1,-17,-4
Nc1nnn(CC(=O)N/N=C/c2cccc(Cl)c2)n1,11,-4

(list continues)
SMILES,H9c2 TAG inh,H9c2 TAG inh DAPI viability
O=[N+]([O-])c1cccnc1NCCNc1ncc(C(F)(F)F)cc1Cl,-9,-5
Cc1cc(C(=O)Nc2ccccc2C)c2ccccc2n1,-9,3
Cc1nc(-c2ccccc2)sc1C1(C)CC(c2ccc(OC(F)(F)F)cc2)=NO1 (stereo not given),-23,8
O=C1CCN(CCc2ccccc2)CCN1[C@H](CSc1ccccc1)c1ccccc1,-23,-5
CC(C)OC(=O)C1CC=CCC1C(=O)Nc1ccc(Cl)cc1 (stereo not given),8,-6
COc1ccccc1-c1nnc(NC(=O)c2ccc3c(c2)OCO3)s1,18,-8
O=C(C(Cc1ccccc1)n1cccc1)N1CCN(c2ccccc2)CC1 (stereo not given),-6,-1
O=c1/c(=C\c2cc([N+](=O)[O-])cc([N+](=O)[O-])c2O)sc2nc3ccccc3n12,-13,-2
NS(=O)(=O)c1ccc(N2CCOCC2)c(C(=O)NCc2cccs2)c1,2,8
O=C(CCCN1C(=O)c2ccccc2C1=O)Oc1ccc(Cl)cc1,-18,15
CC1CCN(C(=O)c2ccc3c(c2NCCO)C(=O)c2ccccc2C3=O)CC1,118*,-16*
C=CCNc1nc2c(c(=O)n(C)c(=O)n2C)n1CC,-8,4
O=C(NC1CCN(Cc2ccccc2)CC1)c1ccc(Cl)cc1Cl,12,-9
CCOC(=O)CN1C(=O)N[C@@H](c2ccccc2)C(C(C)=O)=C1C,4,2
CN(C(=O)COC(=O)c1cccc(Cl)c1)C1CCS(=O)(=O)C1 (stereo not given),3,-9
CCOC(=O)C1(C)CCN1C(=O)c1ccccc1C(F)(F)F (stereo not given),-17,11
Cc1nc(C)c(C(=O)Nc2ncc([N+](=O)[O-])s2)o1,-11,12
COCc1cccc(C2=CC(=O)C[C@H](c3ccc(F)cc3)C2)c1,-11,2
N#CC1=C(N)SC(N)=C(C#N)C1c1c(Cl)cccc1Cl,3,1
COc1ccc(CCNC(=O)Cc2cc3c(cc2[N+](=O)[O-])OCO3)cc1OC,-16,-10
Cc1ccc(C(=O)N(C)Cc2nc3ccccc3c(=O)[nH]2)cc1NC(=O)c1ccco1,-3,5

Source: PubChem (Sanford-Burnham Center for Chemical Genomics)
